# KLK5 inh: blocks human kallikrein 5 protease activity; Q9Y337; recombinant hK5, fluorogenic AMC substrate cleavage; inhibition, % at 5 µM; actives 0.59% (n = 210,000);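 active = inhibition of 40% or more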;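 also: 0% = enzyme controls without compound and 100% = no-enzyme blanks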
# Rad51 HR inh: Rad51 (human) homologous recombination inhibition | inhibition, % at 10 µM | actives 0.085% (n = 200,000) | hRad51 DNA strand exchange, fluorescence dequenching | AID 1385 | Q06609;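 active = inhibition above 40% at the single screening dose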;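 also: 0% = DMSO control wells and 100% = blanks with heterologous ssDNA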
#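 material = hRad51 filaments on single-stranded DNA | timing = filaments 15 min 37 °C, then compound 30 min | signal = FRET fluorescence dequenching, excitation 485 nm, emission 520 nm | benchmarks = control wells and blank wells on each plate | evaluation = percent inhibition relative to plate controls and blanks | compound = 10 µM final, single point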
# 14-3-3 Bad PPI: disrupts binding of bovine 14-3-3 zeta to phospho-Bad peptide; inhibition, % at 21.7 µM; TR-FRET 14-3-3zeta/Dy647-pBad peptide displacement, 1 h; actives 0.71% (n = 220,000); P63103;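 active = inhibition above about 70%, limit read from the data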;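 also: 0% = full 14-3-3 plus peptide FRET controls and 100% = background without 14-3-3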
# eIF4E 4G PPI: inhibitors of eIF4E and eIF4G interaction in translation initiation. P63073+Q04637. TR-FRET eIF4E-eIF4GI(517-606) binding, 2 h. inhibition, % at 21.7 µM. actives 0.37% (n = 220,000). AID 782;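 active = inhibition above about 30%, limit read from the data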;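 also: 0% = full FRET control wells and 100% = background wells lacking eIF4GI fragment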
# FXIIa inh 1536: inhibitors of human coagulation factor XIIa; purified FXIIa, Boc-QGR-AMC fluorogenic substrate, 2 h; inhibition, % at 5 µM; actives 0.3% (n = 220,000); AID 800; in the data active = inhibition above about 40%;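 also: 0% = enzyme with no compound and 100% = blank without enzyme; many of its hits are not listed in these tables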
# Target sequence (P00748 20-372 limits assumed): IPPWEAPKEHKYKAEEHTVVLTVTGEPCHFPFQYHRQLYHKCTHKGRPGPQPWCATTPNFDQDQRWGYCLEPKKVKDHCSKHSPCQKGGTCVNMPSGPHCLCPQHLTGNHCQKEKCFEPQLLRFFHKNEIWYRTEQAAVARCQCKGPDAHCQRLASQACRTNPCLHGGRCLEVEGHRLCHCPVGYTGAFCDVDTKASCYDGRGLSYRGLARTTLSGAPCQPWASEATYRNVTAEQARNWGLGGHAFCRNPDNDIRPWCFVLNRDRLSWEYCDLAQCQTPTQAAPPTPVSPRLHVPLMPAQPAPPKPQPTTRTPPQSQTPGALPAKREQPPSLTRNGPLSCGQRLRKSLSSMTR
# Target sequence (P00748 373-615 limits assumed): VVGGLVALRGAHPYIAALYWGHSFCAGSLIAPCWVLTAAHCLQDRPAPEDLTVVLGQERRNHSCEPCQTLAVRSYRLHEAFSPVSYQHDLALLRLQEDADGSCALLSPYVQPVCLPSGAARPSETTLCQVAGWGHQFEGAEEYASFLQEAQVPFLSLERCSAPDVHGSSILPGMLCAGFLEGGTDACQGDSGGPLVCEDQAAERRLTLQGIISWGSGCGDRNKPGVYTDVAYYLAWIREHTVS
# p97 ATPase inh: inhibitors of human p97 ATPase. recombinant p97 ATPase, Kinase-Glo ATP luminescence, 3 h. inhibition, % at 8 µM. actives 0.42% (n = 220,000). P55072; in the data active = inhibition above about 15%;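 also: 0% = DMSO vehicle and 100% = wells lacking enzyme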
# FXIa inh 1536: blocks human coagulation factor XIa protease activity. inhibition, % at 5 µM. P03951. purified FXIa, Boc-Glu-Ala-Arg-AMC fluorogenic substrate. actives 0.14% (n = 220,000);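 active = inhibition of at least 40%; inactive = inhibition below 40%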;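 also: fluorescence of freed AMC excited at 355 nm; 0% = enzyme without compound and 100% = no enzyme blank; many of its hits are not listed in these tables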
# Wee1 stabilizer: inhibitors of human Wee1 degradation; actives 1.2% (n = 220,000); reporter increase, % at 5 µM; P30291; HeLa Luc-Wee1K328M stability, luciferase luminescence; 100% = proteasome inhibitor MG132 effect;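 active = activation above the mean of all tested compounds plus 3 SD, set per screening run, cut at about 8.8% in these data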;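 also: cells exposed to compound for 20 h before luminescence read; 0% = DMSO alone and 100% = MG132 at 30 µM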
# Mdm2 ligase inh: Mdm2 E3 ligase (human) inhibition. cell-based MDM2 ubiquitination luciferase reporter, 2 h; 0 = plate control, 100 = twice control, blank-subtracted. Q00987. signal enhancement, % at 5 µM. actives 0.11% (n = 210,000);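 active = signal enhancement of 30% or more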;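 also: luminescence tracks abundance of the self-degrading MDM2-luciferase fusion protein; higher signal means inhibition of MDM2 E3 ligase activity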
# Target sequence (Q00987 whole entry, looked up, the tested form may be a part): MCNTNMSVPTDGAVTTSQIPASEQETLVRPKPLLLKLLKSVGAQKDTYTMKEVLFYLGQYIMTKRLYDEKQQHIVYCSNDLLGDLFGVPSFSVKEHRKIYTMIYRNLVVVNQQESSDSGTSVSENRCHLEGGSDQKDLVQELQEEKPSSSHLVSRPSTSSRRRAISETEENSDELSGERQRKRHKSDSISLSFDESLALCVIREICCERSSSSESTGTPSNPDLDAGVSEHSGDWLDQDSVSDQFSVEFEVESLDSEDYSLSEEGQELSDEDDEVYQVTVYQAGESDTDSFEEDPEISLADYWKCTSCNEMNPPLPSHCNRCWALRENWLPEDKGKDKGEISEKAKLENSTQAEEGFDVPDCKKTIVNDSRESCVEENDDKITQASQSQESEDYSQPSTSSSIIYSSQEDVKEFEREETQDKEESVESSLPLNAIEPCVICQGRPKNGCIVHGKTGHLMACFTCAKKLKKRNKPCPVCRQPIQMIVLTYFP
#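 Material: stable MDM2–luciferase fusion reporter cells / Quantity: 2000 cells/well / Dosing: single 5 µM compound dose, 0.2% final DMSO / Buffer or medium: DMEM / Schedule: 4 h cell settling then 2 h compound exposure, 37 °C / Detection: luminescence with SteadyLite reagent, 15 min at room temperature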
# Numbers without * were called inactive; i = inactive; · = not tested or not shown; [ ] = dose if it differs, or a comment.
# A first look, 8 compounds:
SMILES,KLK5 inh,Rad51 HR inh,14-3-3 Bad PPI,eIF4E 4G PPI,FXIIa inh 1536,p97 ATPase inh,FXIa inh 1536,Wee1 stabilizer,Mdm2 ligase inh
COC(=O)CSCC(=O)Nc1cc2c(cc1C(C)=O)OCO2,-19.8,1.9,4.0,3.4,-1.1,-3.1,-14.9,-1.6,-4.7
Cc1cc(C)nc(SCc2csc(N)n2)n1,-23.4,1.6,9.9,6.1,-1.3,7.8,-1.6,-2.7,-5.8
COc1ccc(C(NC(=O)c2cccnc2)c2cc(Cl)c3cccnc3c2O)cc1OC (stereo not drawn),-211.3,0.4,3.9,4.2,-7.8,-1.8,2.3,0.6,13.2
Cc1cc(C)cc(OCC(O)CN2CCN(Cc3ccc4c(c3)OCO4)CC2)c1 (stereo not drawn),-5.5,-0.1,14.9,-2.3,-0.8,2.6,-1.3,-3.2,-16.4
COc1cc([N+](=O)[O-])ccc1NC(=O)CSc1n[nH]c(C(C)C)n1,10.2,4.5,-8.0,7.2,6.0,4.1,5.1,-0.3,-23.4
COc1ccc(C(=O)Nc2oc(-c3ccccc3)c(-c3ccccc3)c2C#N)cc1,-53.3,-2.6,-6.9,5.5,3.8,2.0,-5.8,-3.6,-15.9
CCN(C(=O)COC(=O)c1cc(-c2ccc(C)o2)nc2ccccc12)C1CCS(=O)(=O)C1 (stereo not drawn),3.6,·,4.6,2.6,11.2,-0.7,3.9,0.0,-6.5
COc1cccc2c1nc(C)c1cc(C)oc12,-2.5,5.5,-1.4,6.5,5.8,-6.3,-7.5,4.4,6.6

# The list itself, repeating the preview:
SMILES,KLK5 inh,Rad51 HR inh,14-3-3 Bad PPI,eIF4E 4G PPI,FXIIa inh 1536,p97 ATPase inh,FXIa inh 1536,Wee1 stabilizer,Mdm2 ligase inh
COC(=O)CSCC(=O)Nc1cc2c(cc1C(C)=O)OCO2,-19.8,1.9,4.0,3.4,-1.1,-3.1,-14.9,-1.6,-4.7
Cc1cc(C)nc(SCc2csc(N)n2)n1,-23.4,1.6,9.9,6.1,-1.3,7.8,-1.6,-2.7,-5.8
COc1ccc(C(NC(=O)c2cccnc2)c2cc(Cl)c3cccnc3c2O)cc1OC (stereo not drawn),-211.3,0.4,3.9,4.2,-7.8,-1.8,2.3,0.6,13.2
Cc1cc(C)cc(OCC(O)CN2CCN(Cc3ccc4c(c3)OCO4)CC2)c1 (stereo not drawn),-5.5,-0.1,14.9,-2.3,-0.8,2.6,-1.3,-3.2,-16.4
COc1cc([N+](=O)[O-])ccc1NC(=O)CSc1n[nH]c(C(C)C)n1,10.2,4.5,-8.0,7.2,6.0,4.1,5.1,-0.3,-23.4
COc1ccc(C(=O)Nc2oc(-c3ccccc3)c(-c3ccccc3)c2C#N)cc1,-53.3,-2.6,-6.9,5.5,3.8,2.0,-5.8,-3.6,-15.9
CCN(C(=O)COC(=O)c1cc(-c2ccc(C)o2)nc2ccccc12)C1CCS(=O)(=O)C1 (stereo not drawn),3.6,·,4.6,2.6,11.2,-0.7,3.9,0.0,-6.5
COc1cccc2c1nc(C)c1cc(C)oc12,-2.5,5.5,-1.4,6.5,5.8,-6.3,-7.5,4.4,6.6
O=C(O)c1ccccc1C(=O)N1CCN(c2ccccc2)CC1,-7.6,-5.9,-9.9,-0.7,4.7,7.4,-1.9,0.8,-13.6
COCc1nnc(NC(=O)CC(C)C)s1,-9.1,4.7,-0.1,-5.4[fluorescence artefact?],18.4,-1.9,9.7,3.9,-3.0
NC(=O)C(CC(=O)O)NC(=O)[C@@H]1CCOc2c(I)cc([N+](=O)[O-])cc2C(=O)N[C@@H](CO)C(=O)N[C@@H](Cc2ccc(O)cc2)C(=O)N1 (stereo partly drawn),-14.9,8.4,0.8[fluorescence artefact?],5.7,18.0,-0.6,11.0,2.9,·
O=C(NCc1ccccc1)C(c1ccco1)N(C(=O)c1cnccn1)c1ccc(F)cc1 (stereo not drawn),-2.7,·,1.9,4.2[fluorescence artefact?],17.1,0.4,4.6,-4.0,-2.9
O=C(Cc1ccccc1)NC(=S)Nc1ccc2oc(-c3ccccc3F)nc2c1,-9.3,13.8,-8.7,-18.7,9.0,-6.3,0.3,-2.2,-24.6
Cc1ccc(S(=O)(=O)Cn2nnnc2C(C)N2CCN(C(=O)c3ccco3)CC2)cc1 (stereo not drawn),-7.5,3.5,-14.7,0.0,0.1,-0.7,10.1,-0.9,-13.4
CCCCCOC(=O)Nc1nnc(CCCCC)s1,-21.3,-3.4,3.2[fluorescence artefact?],-11.3[fluorescence artefact?],46.8*,0.6,3.7,2.2,-9.2
Cc1[nH]c(=O)[nH]c(=O)c1CSCC(=O)OCC(=O)Nc1ccccn1,-7.3,13.9,56.8,-1.8,1.8,1.0,-8.4,-3.7,·
Cc1ccc(Cn2nnc3c(=O)[nH]c(C4CCN(C(=O)Cc5cccs5)CC4)nc32)cc1,21.7,-2.3,-3.6,-1.7,1.5,14.2,-6.0,-1.6,-5.2
COC(=O)C(NC(=O)c1ccco1)(Nc1ccc(Br)cn1)C(F)(F)F (stereo not drawn),-4.4,3.8,i,-6.8,15.8,-5.4,-2.9,-0.6,-9.6
COc1cccc2[nH]c3c(N4CC(C)CC(C)C4)ncnc3c12 (stereo not drawn),-0.3,·,4.5,1.8,-0.4,9.2,-2.9,-0.4,-34.9
CCOC(=O)c1ccc(NC(=O)C2=C(C)Nc3nc(CCCO)nn3C2c2ccc(OC)cc2)cc1 (stereo not drawn),-19.8,5.6,-15.9,1.3,16.6,3.1,0.3,-0.8,-36.7

# Ordered by the number under Mdm2 ligase inh (low to high): some entries from above
SMILES,Mdm2 ligase inh
COc1cc([N+](=O)[O-])ccc1NC(=O)CSc1n[nH]c(C(C)C)n1,-23.4
Cc1cc(C)cc(OCC(O)CN2CCN(Cc3ccc4c(c3)OCO4)CC2)c1 (stereo not drawn),-16.4
Cc1ccc(S(=O)(=O)Cn2nnnc2C(C)N2CCN(C(=O)c3ccco3)CC2)cc1 (stereo not drawn),-13.4

# Remaining list, next part.
SMILES,KLK5 inh,Rad51 HR inh,14-3-3 Bad PPI,eIF4E 4G PPI,FXIIa inh 1536,p97 ATPase inh,FXIa inh 1536,Wee1 stabilizer,Mdm2 ligase inh
CC(=O)Oc1c(C)cc(O)c2ccccc12,2.0,12.6,7.0,1.4,11.9,5.1,9.0,0.0,4.6
COc1ccc(C2=NOC(C(=O)Nc3cc(C)on3)C2)cc1 (stereo not drawn),-5.4,-9.3,0.3,3.0,15.5,-5.1,5.8,0.2,-6.2
Cc1nc(C)c(CC(=O)N/N=C/c2ccc(O)cc2)c(=O)[nH]1,-4.5,-3.2,-14.1,-4.6,4.3,1.8,-6.2,0.7,-9.1
N#C/C(=C/c1cn(-c2ccccc2)nc1-c1cccc(S(=O)(=O)N2CCOCC2)c1)C(=O)NCc1ccco1,-5.0,4.8,15.9[fluorescence artefact?],5.6[fluorescence artefact?],19.2,7.6,22.8,3.2,2.4
NC(=O)C1=C[C@@H](c2csc3ccccc23)C[C@@H](OCc2ccc(CO)cc2)O1,-0.5,-5.3,0.7,0.6,5.6,·,-0.4,·,16.0
O=C(CCCCCN1C(=O)c2ccccc2C1=O)Nc1ccc(F)cc1,26.1,-3.8,-6.7,3.0,18.3,-0.1,15.8,3.6,-17.7
CCc1c(O)c(-c2ccccc2)c(=O)n(-c2ccccn2)c1-c1ccccc1,-1.7,9.7,-1.5,2.3,10.1,6.3,4.5,-3.5,-6.3
COc1cccc(CC(NC(C)=O)C(=O)NC2CCN(c3c4c(nc5ncnn35)CCC4)CC2)c1OC (stereo not drawn),5.3,-3.0,-1.3,0.3,11.5,2.2,2.4,5.7,-8.2
Cc1ccccc1CSc1nc2n(n1)C(c1cccs1)C1=C(CCCC1=O)N2 (stereo not drawn),-16.9,2.5,-4.5,-2.5,14.4,-2.1,5.9,-1.4,0.7
COc1cc(C2/C(=C(/O)c3ccc(F)cc3)C(=O)C(=O)N2CCCC(=O)O)ccc1O (stereo not drawn),-3.4,0.6,55.5,-4.6,16.9,-3.1,6.5,-1.4,-14.8
CCC(=O)Nc1cccc(-c2nc3ccccc3o2)c1,-23.9,1.7,-4.3,2.1,-8.0,4.0,-7.0,0.9,-9.0
CCS(=O)(=O)C1=NN2C(=N)/C(=C\c3ccc(SCc4ccco4)o3)C(=O)N=C2S1,-16.7,-243.9,24.4,6.7,3.5,9.7,-2.3,-0.9,-1.2
O=C(c1ccc([N+](=O)[O-])cc1)N(c1ccccn1)c1ccccn1,4.4,·,-3.7,-1.2,6.0,-0.9,2.7,2.3,0.4
N/C(CSc1ccc(Cl)cc1)=N\NC(=O)c1ccncc1,-18.0,0.8,5.1,-4.3,-5.5,0.1,-4.4,-0.9,-11.2
O=[N+]([O-])c1cccc(CSc2nnc(Cc3ccccc3)n2-c2ccc(F)cc2)c1,-10.9,-0.7,-11.8[fluorescence artefact?],18.0,3.2,1.3,1.4,-2.7,0.4
Nc1cc(=O)[nH]c(SCc2ccc(Cl)cc2)n1,-10.5,-4.8,-1.0,1.5,13.1,3.8,2.4,-0.8,-32.6
CCOC(=O)c1[nH]c2cc3c(cc2c1NC(=O)CN1CCC(C)CC1)OCO3,-2.0,·,4.0,-5.1,6.7,3.4,-1.8,-2.1,-7.4
Cc1cc(C)nc(SC2CCCCC2O)n1 (stereo not drawn),-8.1,2.2,4.3,6.3,18.3,0.6,4.0,7.1,7.0
N=c1sccn1CC(=O)Nc1cc(S(=O)(=O)N2CCCC2)ccc1Cl,-1.3,0.1,7.1,1.5,12.4,2.3,5.6,-1.5,-3.8
COc1ccc(CNc2nc(SCc3cc(=O)n4cc(Cl)ccc4n3)nc3ccccc23)cc1,-7.4,2.6,-10.5,1.1[fluorescence artefact?],3.3,6.6,-5.9,1.7,-12.4
O=C(COC(=O)COc1ccccc1)Nc1ccccc1OC(F)F,-10.3,0.5,-10.3,-0.5,18.6,4.4,2.4,-0.4,-3.5
COc1ccc(CCNC(=O)Cn2cnc3c(cnn3-c3ccccc3Cl)c2=O)cc1OC,-1.7,0.6,1.4,30.6*[fluorescence artefact?],5.6,-9.0,2.9,1.0,-13.8
c1ccc(-c2cc3c(N4CCCC4)ncnc3s2)cc1,0.4,-4.9,-7.9,2.0,8.5,-1.9,-1.4,-1.2,-3.8
Cc1ccc(NS(=O)(=O)c2ccc(NC(=O)c3cccc(NC(=O)C(C)C)c3)cc2)cc1,0.1,0.8,4.0,-4.6,14.8,5.1,4.7,0.4,-9.0
CCN=C1SC(CC(=O)NCCc2ccc(OC)cc2)C(=O)N1CC (stereo not drawn),-2.0,2.2,-3.9[fluorescence artefact?],-5.2,8.3,-0.3,0.5,-1.7,·
Nn1cnc2scc(-c3cccs3)c2c1=O,-3.4,6.3,-3.0,-3.4,6.2,2.4,-4.0,3.2,-13.8
CC(C)(O)C(=O)NN(C(=O)c1ccccc1)c1ccc2ccccc2c1,-0.4,-16.8,4.2,0.1,-8.8,3.1,-4.0,0.8,-14.8
CCn1c(=O)c(C(=O)Nc2ncccc2C)c(O)c2ccccc21,4.4,-1.4,-22.6,-5.7,8.8,0.1,1.8,-3.5,-0.6

# Bioassay records from PubChem.
